HIV RNase H inh: inhibitors of HIV-1 reverse transcriptase RNase H. P04585. RT-RNase H RNA/DNA duplex cleavage, fluorescence. inhibition, % at 10 µM. actives 1.9% (n = 65,000); in the data active = inhibition above about 50%
RmlC RmlD mix: inhibitors of RmlC and RmlD coupled enzymes | RmlC/RmlD coupled enzyme inhibition, 384-well mixture HTS | inhibition, % at 5.5 µM | actives 0.39% (n = 110,000); in the data active = inhibition above about 30%, passing the limit was not always enough; inconclusive = no clear call, values can overlap the other calls; note: strong numbers were not always called active
Starred values were filed as active, the others as inactive; ? = inconclusive; nt = not tested or not shown; & = joins results of further samples. A portion of the library (hit frequency here may not be typical).

SMILES	HIV RNase H inh	RmlC RmlD mix
COc1ccc(S(=O)(=O)N2CCc3ccccc32)cc1C(=O)OCc1nnc(-c2ccccc2)o1	-2	7
CCCc1nnc(NC(=O)CCC(=O)N2CCCCC2CC)s1 (configuration not stated)	1	-12
CC(=O)Nc1ccc(C#Cc2ccc(NC(C)=O)cc2)cc1	nt	-7
COc1cccc(NC(=O)Nc2cccs2)c1	2	-3
CN1C(=O)CN=C(c2ccc(Cl)cc2)c2cc(Cl)ccc21	-31	15
Cc1ccc(C)n1-n1c(C)nc2sc3c(c2c1=O)CCCCC3	-8	7
COc1ccc(N2CCN(C(CNC(=O)C3CCCCC3)c3cccnc3)CC2)cc1 (configuration not stated)	-26	-21
O=C(Nc1nc(-c2ccc3c(c2)OCO3)cs1)c1ccncc1	-9	2
O=C(CNC(=O)c1ccccc1)NC1(C(=O)NC2CCCC2)CCCCC1	-7	5
Cc1onc(-c2ccccc2)c1C(=O)Nc1cc(C(F)(F)F)ccc1N1CCOCC1	-21	-15
CC1=C(C(N)=O)C(c2ccccc2)n2nc(-c3ccncc3)nc2N1 (configuration not stated)	3	10
CCN1C(=O)C(O)(C2COC(C)(C)CC2=O)c2ccccc21 (configuration not stated)	nt	-5
O=C(Cc1ccc(S(=O)(=O)N2CCCC2)s1)Nc1nc2c(s1)CCCC2	76*	9
NC(N)=N/N=C/c1c(Cl)cccc1Cl	nt	-12
Nn1c(SCC(=O)Nc2ccc3c(c2)OCCO3)nnc1-c1ccccn1	3	nt
COc1ccc(NC(=O)CSc2nnc(-c3ccoc3C)n2CC2CCCO2)cc1 (configuration not stated)	nt	0
S=c1[nH]nc(COc2ccc(Cl)cc2)o1	7	1
S=C1NCCc2ccc(Cl)cc2C1c1ccccc1Cl (configuration not stated)	nt	-10
Cc1ccc(C(c2nnnn2Cc2cccs2)N2CCN(C(=O)c3ccco3)CC2)cc1 (configuration not stated)	3	-11
Fc1ccccc1CNc1ccc(Cl)c(Cl)c1	nt	-6

Full records, quoted from the list.
Entry for Cc1onc(-c2ccccc2)c1C(=O)Nc1cc(C(F)(F)F)ccc1N1CCOCC1 = HIV RNase H inh: -21; RmlC RmlD mix: -15
Entry for CCCc1nnc(NC(=O)CCC(=O)N2CCCCC2CC)s1 (configuration not stated) = HIV RNase H inh: 1; RmlC RmlD mix: -12

The listing continues:
SMILES	HIV RNase H inh	RmlC RmlD mix
COC(=O)c1[nH]c2ccc(C)cc2c1NC(=O)CN1CCC(C)CC1	-6	1
Cc1cc(/C=N/NC(=O)c2cccc([N+](=O)[O-])c2)c(C)n1-c1ccc(Cl)cc1Cl	nt	-11
COc1ccc(CNC(=O)C2CCCN(S(=O)(=O)c3cnc[nH]3)C2)cc1 (configuration not stated)	-5	8
COc1cc(C(=O)NC2=NCCS2)ccc1OCc1c(C)noc1C	-19	-19
COc1ccc(-n2cnc3sc(-c4ccccc4)cc3c2=O)cc1	nt	-21
Cc1cc(C)c2c(N)c(C(=O)NC3CC3)sc2n1	nt	-2
COc1cccc(-n2c(SCC(=O)NC3CCCCC3)nc3n[nH]c(C)c3c2=N)c1	-20	-10
O=c1ccc(/C=C/c2ccccc2)nn1Cc1ccccc1	nt	-24
CCOc1ccc(N(CC(=O)NCCSc2ccccn2)S(C)(=O)=O)cc1	1	nt
O=C1C(N2CCOCC2)=C(n2nnc3ccccc32)C(=O)c2ccccc21	nt	-9
Cn1c(SCC(=O)Nc2sccc2C#N)nnc1-c1ccccc1	nt	7
O=C(CSc1nnc(-c2ccccc2)c(-c2ccccc2)n1)N1CCOCC1	-6	11
Cn1c(=O)c2c3c(sc2n2cnnc12)CCC3	nt	7
CC(=O)c1ccc(Oc2cc(C)nc(-n3nc(C)cc3C)n2)cc1	-7	-9
CC(C)CC(NC(=O)C1CCC(C)CC1)C(=O)NCc1ccccn1 (configuration not stated)	nt	3
Cc1cc([N+](=O)[O-])ccc1NC(=S)NC(=O)Cc1ccccc1	nt	-9
CCOC(=O)C1CCN(c2ncnc3c2[nH]c2cccc(OC)c23)CC1	-13	22
CCOC(=O)CCc1c(C)c2ccc(OCC(=O)OC(C)C)cc2oc1=O	-7	20
CC(NC(=O)OC1CCCCC1)N1C(=O)C2C3C=CC(C3)C2C1=O (configuration not stated)	-15	-11
COc1ccc(S(=O)(=O)N2CCCN(Cc3cccc(F)c3)CC2)cc1	2	nt
CN(C)S(=O)(=O)c1ccc(C(=O)Nc2ccnn2C2CCCCC2)cc1	-5	26
CCOC(=O)C1CCCN(C(=O)COC(=O)C2=COCCO2)C1 (configuration not stated)	2	-9
CC(C(O)c1ccc(O)cc1)N1CCC(Cc2ccccc2)CC1 (configuration not stated)	nt	-12&-9
O=S(=O)(c1ccc(F)cc1)n1ccc(-c2cnc(-c3ccccc3)s2)n1	nt	-16
O=C(Cc1ccc(Cl)cc1)Nc1nc2ccccc2[nH]1	nt	23
Cc1noc(C(=O)Nc2ccccc2C(F)(F)F)c1Cl	-16	-11
CO/N=C/C(=N\Nc1ccc(OC)cc1)C(=O)c1ccc(OC)cc1	nt	5
COCCNC(=O)c1sc2ncn(CC(=O)N3CCCCC3)c(=O)c2c1C	-27	-2
COc1ccc(OCCN2C(=O)NC(C)(c3ccc(C)cc3)C2=O)cc1 (configuration not stated)	2	1
Cc1ccc(O)c(C2=NCCNC(C(F)(F)F)=C2)c1	nt	4
C=CCn1c(COc2cccc3ccc(C)nc23)nnc1SCC(=O)OC	-5	-12
O=C(O)CSc1nnnn1-c1ccccc1	nt	-8
O=C(Oc1ccc(Br)cc1C(=S)N1CCCCC1)c1cc([N+](=O)[O-])cc([N+](=O)[O-])c1	nt	8
CCNC(=S)N1CCC(NC(=O)C2CCCCC2)CC1	nt	-10
COC(=O)c1sccc1NC(=O)c1cc(OC)c(OC)c(OC)c1	nt	-13
CC(NC(=O)C(NC(=O)C1CCCN1C(=O)OC(C)(C)C)C(C)C)C(N)=O (configuration not stated)	-5	2
CC(=O)c1ccc(N2CCC(c3cc(-c4ccc(Cl)cc4)n[nH]3)CC2)c([N+](=O)[O-])c1	nt	2
CC(C)NC(=O)c1cc2c(C(F)(F)F)nn(C)c2s1	nt	-3
CN(C)CCCNCCCNC(=O)/C(=N\O)c1ccccn1	-4	3
Cc1cc(C)c(-c2cc(NC(=O)CSc3nncn3C)n(-c3ccccc3)n2)cc1C	-22	15
Cc1onc(-c2c(Cl)cccc2Cl)c1C(=O)NC(C)(C)CO	-7	-6
Cn1c(N2CCN(c3ccccn3)CC2)nc2c1c(=O)n(Cc1ccccc1Cl)c(=O)n2C	41	7
CSc1nnc2c3ccccc3n(Cc3ccccc3)c2n1	25	9
Cc1ccc(C)n1CCN1CCN(CC(=O)Nc2ccc(S(N)(=O)=O)cc2)CC1	-9	-11
CCCC(=O)Nc1ccc(Cl)c(NC(=O)c2cccnc2)c1	0	-12
Cc1cc2ccc(C)c(C)c2nc1SCC(=O)c1cccs1	nt	14
CN(C)Cc1cnc2ccc(Cl)cn12	nt	6
COc1cc(C)ccc1OCCOCCOc1c(C)cc(C)cc1Br	nt	1
COc1cc(OC)cc(-c2nc(-c3ccccc3)no2)c1	-1	5
Cc1[nH]nc(-c2ccc(O)cc2O)c1-c1ccc(Cl)cc1	-13	0
CCc1cc2c(=O)c(-c3nc4ccccc4n3C)c(COCC(=O)O)oc2cc1O	-2	?
CCOC(=O)C1=C(CC)Nc2ccccc2N=C1NC(=O)c1cc(S(=O)(=O)N(C)C)ccc1Cl	nt	-5
CC(Sc1ccc(Cl)cc1)C(=O)NCC1CCCO1 (configuration not stated)	nt	-478
Cc1cc(N2CC(=O)N(CCc3ccccc3)C(=O)C2)n2ncnc2n1	0	5
CC(C)(C)NC(=O)c1ccc(Sc2ccccc2)c([N+](=O)[O-])c1	nt	-7
Cc1cccc(OCCCC(=O)Nc2ccc(N3CCOCC3)cc2)c1	7	-4
C/C(=N\NC(=O)CSc1nc2nc(C)cc(C)n2n1)c1ccccc1	nt	12
NC(=O)NC(=O)CSc1nnc(-c2ccco2)n1Cc1ccccc1	nt	-17
Cc1cc(C(=O)NC2CCCc3ccccc32)c(C)o1 (configuration not stated)	nt	-7
Cc1cc(NC(=O)COC(=O)c2ccc(F)c(S(=O)(=O)N3CCOCC3)c2)no1	-6	-1

Reformatted with bars between the fields: entries from further up.
canonical_smiles | HIV RNase H inh | RmlC RmlD mix
Cc1cc(N2CC(=O)N(CCc3ccccc3)C(=O)C2)n2ncnc2n1 | 0 | 5
CC(C)(C)NC(=O)c1ccc(Sc2ccccc2)c([N+](=O)[O-])c1 | nt | -7
Cc1[nH]nc(-c2ccc(O)cc2O)c1-c1ccc(Cl)cc1 | -13 | 0
COc1cc(C)ccc1OCCOCCOc1c(C)cc(C)cc1Br | nt | 1
Cc1cc2ccc(C)c(C)c2nc1SCC(=O)c1cccs1 | nt | 14
NC(=O)NC(=O)CSc1nnc(-c2ccco2)n1Cc1ccccc1 | nt | -17

Going on with the list:
SMILES	HIV RNase H inh	RmlC RmlD mix
OC(COc1ccccc1)CN1C2=NCCCN2c2ccccc21 (configuration not stated)	-8	3
CCOC(=O)C1CCN(CCC(=O)Nc2ccccc2Cl)CC1	nt	0
O=C(NCc1ccccc1)c1cccc(Br)n1	nt	-8
O=C1CCC(=O)N1CCc1c[nH]c2ccccc12	nt	5
CC(C)c1ccc(N(CC(=O)O)S(=O)(=O)c2cccnc2)cc1	-2	9
CCCCCNC(=O)c1c(N)n(/N=C/c2ccco2)c2nc3ccccc3nc12	1	nt
O=C(/C=C/c1ccc(Cl)cc1Cl)c1nc2ccccc2[nH]1	nt	3
COC(=O)c1ccc(NC(=O)CN(c2ccc(C)cc2)S(=O)(=O)c2c(C)nn(C)c2C)cc1	nt	4
Cc1ccc(-n2nnc3ccccc3c2=O)cc1C	-9	-10
CSc1ccc(C2C(C#N)=C(N)Oc3cc4c(cc32)OCO4)cc1 (configuration not stated)	-4	-15
O=C(Nc1ccccc1)Nc1ccccn1	-10	10
CC(N=Cc1nc(-c2ccccc2)oc1O)c1ccccc1 (configuration not stated)	nt	-4
CC1/C(=N/O)C(CN(C)C)C2CC1C2(C)C (configuration not stated)	-10	-15
C=CCn1c(C2CC(=O)N(c3ccc(C)cc3)C2)nc2ccccc21 (configuration not stated)	-2	7
O=C(NCCCN1CCCCC1)C1CCC(=O)N1CCc1ccccc1 (configuration not stated)	-16	?
N=c1c2c(-c3ccccc3)c(-c3ccccc3)n(Cc3ccccc3)c2ncn1CCCO	nt	10
COC(=O)C1=NN(C(=O)c2ccccc2)C(C)(O)C1 (configuration not stated)	nt	-6
Cn1c(=O)c2c(nc(NCc3ccc4c(c3)OCO4)n2C)n(C)c1=O	1	6
COC(=O)c1ccccc1NC(=O)C1CC(=O)N(c2ccccc2)C1 (configuration not stated)	-64	3
C=CCc1ccccc1OCCn1ccnc1	-12	1

Nothing new here: an excerpt of the list.
SMILES	HIV RNase H inh	RmlC RmlD mix
COc1ccc(S(=O)(=O)N2CCc3ccccc32)cc1C(=O)OCc1nnc(-c2ccccc2)o1	-2	7
CCCc1nnc(NC(=O)CCC(=O)N2CCCCC2CC)s1 (configuration not stated)	1	-12
CC(=O)Nc1ccc(C#Cc2ccc(NC(C)=O)cc2)cc1	nt	-7
COc1cccc(NC(=O)Nc2cccs2)c1	2	-3
CN1C(=O)CN=C(c2ccc(Cl)cc2)c2cc(Cl)ccc21	-31	15
Cc1ccc(C)n1-n1c(C)nc2sc3c(c2c1=O)CCCCC3	-8	7

Remaining list, next part.
SMILES	HIV RNase H inh	RmlC RmlD mix
Cc1ccc(NC(=O)C(=O)NCc2ccc(/C=C(/C#N)C(=O)NCc3cccnc3)o2)cc1	nt	-2
CC(Oc1ccccc1Cl)C(=O)/C=C/N(C)C (configuration not stated)	nt	13
CCCCNC(=O)c1nc2ncc(Br)cn2n1	-4	-12
O=S(=O)(NCc1cccnc1)c1cccc2nsnc12	-40	-19
COC(=O)c1cc(O)cc(OC)c1C(=O)c1c(O)cc(C)cc1O	nt	4
COc1ccc(OC)c(S(=O)(=O)Nc2ccc(O)c3ccccc23)c1	83*	-11
CCC(Sc1nc(=O)cc(N)n1CCc1ccccc1)C(=O)Nc1ccccc1C#N (configuration not stated)	1	-17
CC1C(=O)O[C@@H]2C[C@@H](C)[C@@H]3CCC(=O)[C@@]3(C)[C@@H](O)[C@H]12 (some centres not stated)	nt	5
CC1(C)CC(=O)C=C(NCc2ccccc2)C1	nt	-10
CC1CCN(S(=O)(=O)c2cccc(C(=O)Nc3ccccn3)c2)CC1	-1	6
O=C(CSc1nc2ccccc2o1)Nc1ccccc1	-46	-13
CC(C)Cn1c(=O)c(C(=O)Nc2cnccn2)c(O)c2ccccc21	-12	nt
NS(=O)(=O)c1cc(C(=O)OCC(=O)NC2CC2)ccc1Cl	nt	-19
O=C(Nc1cccc2ncccc12)c1cccc(F)c1	nt	5
CC(=O)c1ccc(NC(=O)C2CCCN2S(=O)(=O)c2cccc3cccnc23)cc1 (configuration not stated)	-31	5
CC(C)Sc1nc(N2CCOCC2)c2c3c(sc2n1)COC(C)(C)C3	nt	-14
CCN(CC)C(=O)c1cc2cc([N+](=O)[O-])ccc2s1	nt	-4
COc1ccccc1N1CCN(CCC(=O)Nc2ccc3c(c2)OCO3)CC1	4	-23
CCN(C#N)c1nc(NC(C)C)nc(NC(C)C)n1	-29	-5
Cn1c(SCc2ccccc2)nnc1-c1cccs1	-4	3
Cc1cccc(N2CC(C(=O)O)CC2=O)c1 (configuration not stated)	-6	-9
CC(c1ccccc1)C1C(C#N)=C(N)SC(N)=C1C#N (configuration not stated)	-6	5
CC(C)(C)Nc1cccccc1=O	-1	-14
CC(=O)Nc1ccc(S(=O)(=O)NCC2CCC(C(=O)NCCC(C)C)CC2)cc1 (configuration not stated)	1	8
COC1=Cc2c(ccc3ccc(=O)oc23)OC1(C)C	-21	1
C=CCS/C(=N\n1cnc2ccccc2c1=O)N1CCCCC1	-2	28
Nc1c(Cl)cc(Cl)cc1C(=O)OCC(=O)NC1CC1	nt	15
